Source: PubChem (several laboratories)
PERK inhibitor = inhibitors of human PERK kinase; Q9NZJ5; CHO PERK-DD fusion, SEAP luminescence translation reporter; inhibition, % at 5.6 µM; 0.17% of 220,000 active; AID 1416;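 active = inhibition above the mean inhibition of all tested compounds plus 3 SD, set separately per screening campaign, cut at about 2.9% in these data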;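 note: PERK kinase domain activated by AP20187 dimerizer at 100 nM; 0% = DMSO with dimerizer and 100% = rapamycin at 8.4 µM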
S1P4 agonist = human S1P4 receptor agonism; S1P4-expressing cell line, agonist reporter assay; O95977; activation, % at 4.98 µM; 0.35% of 220,000 active; in the data active = activation above about 11%;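 note: 0% = DMSO vehicle and 100% = reference agonist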
TRPML3 ag = agonists of human TRPML3 channel | activation, % at 3 µM | AID 1448 | HEK293 TRPML3-YFP, Fluo-8 calcium fluorescence; 100% = the carbachol control signal | Q8TDD5 | 0.29% of 220,000 active;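 active = activation above its plate's cutoff, the mean activation of the plate's test wells plus 3 SD, cut at about 12% in these data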;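 note: 0% = DMSO only wells and 100% = carbachol wells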
Target sequence (Q8TDD5 whole entry, looked up): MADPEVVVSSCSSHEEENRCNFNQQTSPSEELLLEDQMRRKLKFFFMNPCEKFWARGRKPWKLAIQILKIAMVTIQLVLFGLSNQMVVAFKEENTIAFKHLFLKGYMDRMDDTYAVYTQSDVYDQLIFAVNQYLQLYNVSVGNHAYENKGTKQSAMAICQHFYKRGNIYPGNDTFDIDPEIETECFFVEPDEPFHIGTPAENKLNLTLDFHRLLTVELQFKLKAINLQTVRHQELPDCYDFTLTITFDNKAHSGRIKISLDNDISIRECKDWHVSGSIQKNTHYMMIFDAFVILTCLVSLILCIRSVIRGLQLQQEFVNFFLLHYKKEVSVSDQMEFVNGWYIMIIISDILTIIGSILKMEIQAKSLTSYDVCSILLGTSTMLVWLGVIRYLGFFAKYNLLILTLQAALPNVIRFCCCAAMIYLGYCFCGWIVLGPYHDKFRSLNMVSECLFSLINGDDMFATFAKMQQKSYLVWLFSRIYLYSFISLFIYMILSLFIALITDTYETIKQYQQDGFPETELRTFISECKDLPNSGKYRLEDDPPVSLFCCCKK
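Material: HEK293 cells stably carrying human TRPML3-YFP; compound dosing: single dose, 3 µM final nominal compound, 0.3% DMSO final; incubation: 1-h 37 °C dye load, 5-s basal, 120-s post-compound reads; technique: Fluo-8 intracellular calcium fluorescence, excitation 470-495 nm, emission 515-575 nm; read-out basis: percent activation from peak-to-basal fluorescence ratio, scaled between DMSO and carbachol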
zfTRPN1 agonist = activates the zebrafish TRPN1 channel | HEK293 zebrafish TRPN1-YFP, Fluo-8 calcium fluorescence; 100% = response to 87 µM carbachol | activation, % at 3 µM | 0.18% of 220,000 active | AID 1424;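 active = activation above its plate's cutoff, the mean activation of test wells on that plate plus 3 SD, cut at about 19% in these data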;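 note: 0% = DMSO alone and 100% = 87 µM carbachol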
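Assay system: Zebrafish TRPN1-YFP in HEK293 cells | Incubation: Dye loading 1 h at 37 °C, then 30 min room temperature | Measured by: Kinetic Fluo-8 fluorescence, ex 470-495, em 515-575 nm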
EP2 modulator = modulates human prostaglandin E2 receptor EP2 signaling; induction, % at 25 µM; P43116; EP2-expressing cells, cAMP HTRF FRET, PGE2 co-stimulation; 0.83% of 260,000 active;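 active = compounds whose cAMP rise, as percent of the full-agonist control response, exceeds 60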;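 note: rat C6 glioma line stably carrying human EP2 under a CMV promoter; the protocol text gives 20 µM as final concentration; 100% = response of wells given 1 µM PGE2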
Target sequence (P43116 whole entry, looked up): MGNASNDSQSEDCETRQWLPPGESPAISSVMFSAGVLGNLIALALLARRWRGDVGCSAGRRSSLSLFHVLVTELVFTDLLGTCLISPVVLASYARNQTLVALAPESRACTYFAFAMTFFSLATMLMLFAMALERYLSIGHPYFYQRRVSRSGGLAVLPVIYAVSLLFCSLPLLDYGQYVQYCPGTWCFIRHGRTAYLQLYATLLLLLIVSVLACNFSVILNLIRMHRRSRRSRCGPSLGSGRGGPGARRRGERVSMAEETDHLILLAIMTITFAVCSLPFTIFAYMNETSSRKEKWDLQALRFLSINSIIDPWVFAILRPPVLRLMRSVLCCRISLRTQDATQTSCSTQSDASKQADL
Ba/F3 V617F tox = loss of viability in JAK2V617F-driven Ba/F3 cells | Ba/F3 EpoR-JAK2V617F viability, ATP luminescence | inhibition, % at 5.6 µM | 1.1% of 220,000 active;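 active = inhibition above the campaign mean plus 3 SD over all tested compounds, cut at about 24% in these data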;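 note: cytokine-independent growth of Ba/F3 cells driven by EpoR plus mutant JAK2; 0% = DMSO-treated cells and 100% = JAK inhibitor I control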
BaF3 parental = counter-screen for JAK2V617F inhibitors: parental Ba/F3 viability inhibitors. CellTiter-Glo ATP luminescence. 1.1% of 220,000 active. AID 1486. inhibition, % at 5.6 µM;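 active = inhibition above a per-campaign cutoff, the mean inhibition of all tested compounds plus 3 SD, cut at about 27% in these data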;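 note: 0% = DMSO wells and 100% = JAK Inhibitor I control wells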
Calpain2 inh = calpain II (pig) inhibition. purified calpain II, fluorogenic peptide substrate, 30 min. inhibition, % at 16 µM. 0.37% of 220,000 active;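 active = inhibition above about 50%, limit read from the data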
S1P4 antag = antagonists of human S1P4 receptor | inhibition, % at 4.98 µM | O95977 | S1P4-expressing cells, antagonist mode, reporter read-out | 0.26% of 220,000 active; in the data active = inhibition above about 29%;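 note: 0% = wells stimulated with agonist and 100% = vehicle wells without agonist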
* marks the source's active call; other numbers are inactive results; i = inactive; nt = no result given; & = joins results of further samples.

SMILES	PERK inhibitor	S1P4 agonist	TRPML3 ag	zfTRPN1 agonist	EP2 modulator	Ba/F3 V617F tox	BaF3 parental	Calpain2 inh	S1P4 antag
CCNC(=S)NNC(=S)NCc1ccccc1	2.5	1.2	0.0	2.7	17	-1	6	-17	-12
O=C(Cc1cccs1)Nc1ccc(-c2nnc(-c3ccccc3)o2)cc1	0.7	-0.9	0.5	1.5	nt	5	13	nt	-27
CCN(c1ccccc1)S(=O)(=O)c1cc(NC(=O)Nc2ccccc2C#N)ccc1Cl	-0.5	0.9	-0.5	-1.6	0	3	7	-9	-12
O=C(OCC(=O)N1CCOCC1)c1ccccc1Cc1ccccc1	-0.1	0.2	0.1	-0.9	5	4	3	16	-24
Oc1ccc(-c2nc3ccccn3c2NCc2ccco2)cc1	1.6	1.2	0.4	2.7	-63&-2	-2	7	i	-4
CCOC(=O)c1ccc(NC(=O)COc2ccccc2OC)cc1	-0.8	-0.1	-1.9	-1.7	-24	-1	7	25	-14
COc1ccc(-c2nnc(SCC(=O)N3CCOCC3)o2)cc1OC	-0.1	1.7	0.7	0.5	2	5	5	-9	-7
O=C(NC1CC1)C1=C[C@H](C2CCCCC2)C[C@H](OCc2ccc(CO)cc2)O1	0.9	-0.9	-0.3	3.3	-8	3	-7	31	4
S=c1[nH]c(-c2ccccc2)cn1/N=C/c1cccc2ccccc12	0.7	1.1	0.8	-0.2	-64	5	5	-100	-26
COc1cccc(-n2ccnc2SCC(=O)N2CCCc3ccccc32)c1	-0.2	0.8	-0.6	-0.7	-2	1	8	-4	-12
Cc1[nH]c2ccccc2c1C(=O)COC(=O)c1c(-c2ccccc2Cl)noc1C	-1.6	4.1	0.8	3.9	-53	4	5	15	-21
COc1ccccc1-n1c(C)nc2cc(C(=O)NCCN3CCOCC3)ccc21	0.6	-1.9	-0.9	0.0	-31	7	7	21	2
O=C(c1ccc(Cn2c(=O)[nH]c3ccsc3c2=O)cc1)N1CCN(c2ccccc2)CC1	-0.2	-0.7	-0.1	2.0	-23	-1	5	-12	-8
C=CCn1c(=O)c2ccccc2n2c(SCc3csc(-c4ccccc4)n3)nnc12	0.8	-0.1	0.8	0.5	3	0	9	-7	-6
Cc1cc(C)c(NN=c2c(=O)c3ccccc3c2=O)c(C)c1	1.8	-0.8	0.0	0.8	35	-6	1	4	-1
O=C1C2CCCCC2C(=O)N1Cc1ccccc1 (centres undefined)	-0.2	2.4	0.4	0.4	-4	-3	2	-11	-26
COc1ccc(S(N)(=O)=O)cc1N(C)S(=O)(=O)c1ccccc1	0.2	0.8	1.6	-0.3	32	-1	5	-5	-15
Cc1ccc(N2C(=O)[C@@H]3[C@H](C2=O)C2c4ccccc4C=NN2[C@@H]3C(=O)c2ccc(Cl)cc2)cc1 (some centres undefined)	-0.9	0.2	0.1	1.6	6	2	8	-25	-9
Cc1ccc(-n2c(O)c(C=Nc3ccc(S(=O)(=O)Nc4ncccn4)cc3)c3ccccc3c2=O)cc1C	0.6	2.5	-1.1	0.5	-11	3	9	-55	9
CCCC(=O)N(Cc1cc2cc(C)ccc2[nH]c1=O)c1ccccc1OC	-0.8	0.1	1.2	-1.1	18	-2	3	9	-9
COc1ccc(N(C(=O)c2ccco2)S(=O)(=O)c2ccccc2)cc1	0.2	1.3	-1.1	-1.8	28	4	12	7	13
CC(C)N(CC#CCC(O)(c1ccccc1)C1CCCC1)CCO (centres undefined)	1.0	1.0	0.6	0.9	-9	-4	1	-17	-13
NS(=O)(=O)c1cc2c(cc1C(F)(F)F)NCNS2(=O)=O	1.0	2.4	0.3	1.9	19&-9	0	7	-7	-3
CCOc1cc(S(=O)(=O)NC2CCCC2)ccc1Cl	0.9	-3.6	0.8	-2.5	-12	-4	5	27	10
COc1cccc(-c2cc(C(=O)Nn3cnnc3)c3ccccc3n2)c1	-0.1	1.7	0.1	1.7	9	3	4	5	-15
O=C(NCCN1CCOCC1)c1ccc2c(c1)N(Cc1ccccc1F)C(=O)CS2	-0.5	0.1	-0.3	-1.3	14	4	8	12	3
O=C(C1CCC1)N1CCc2cc(S(=O)(=O)NCCN3CCN(c4ccccc4F)CC3)ccc21	-1.6	-1.1	0.5	2.7	4	3	9	1	-2
O=C(COC(=O)c1ccccc1)c1ccc(Br)cc1	1.0	0.9	-0.2	-2.2	28	3	0	6	-18
CC(=O)Oc1ccc(N(C(C)=O)S(=O)(=O)c2ccc(C)c([N+](=O)[O-])c2)cc1	1.4	0.8	0.0	-1.2	-8	-6	-1	8	-20
Cc1ccc(C(=O)COC(=O)CCc2nc3ccccc3[nH]c2=O)cc1C	0.8	0.4	0.3	0.3	5&9	-3	1	14	-7
CC1(C)CC(=O)C(CC2CCCCC2=O)C(=O)C1 (centres undefined)	0.5	-1.1	0.2	-2.1	-11	1	-3	-25	-5
CC(=O)NC(C)C(=O)OCC(=O)c1ccc(-c2ccccc2)cc1 (centres undefined)	0.7	-0.8	-0.1	-0.6	-41	3	5	-21	2
COc1ccc(C(C)NC(=O)c2ccccc2Cl)cc1OC (centres undefined)	0.9	1.1	1.0	0.3	17	0	2	-6	-6
CC(=O)Nc1ccc(S(=O)(=O)/N=C2\SCCN2S(=O)(=O)c2ccc(NC(C)=O)cc2)cc1	0.6	-3.2	0.3	0.3	-3	-4	0	20	-9
CN(C)S(=O)(=O)c1cccc(NC(=O)c2cc(-c3cccs3)nc3ccccc23)c1	-0.9	-1.3	0.2	1.4	5	-5	4	-91	-3
CCc1ccc(S(=O)(=O)ON2C(=O)c3ccccc3C2=O)cc1	0.4	0.0	0.2	0.2	-62	-1	5	-35	-13
COc1cc(OC)c(C(=O)NC2CCCCCC2)cc1OC	-1.1	3.1	-1.1	32*	-16	100*	4	3	-26
Cc1c(C(C)C)c(=O)n(-c2ccc(S(=O)(=O)NC(C)C)cc2)n1C	0.1	-0.5	2.1	3.9	-22	0	5	26	-32
Cc1ccc(C2(C(F)(F)F)NC(=O)N3CCCN=C3S2)cc1 (centres undefined)	0.8	-0.4	0.8	-1.0	-4	7	10	12	-5
CCN(CC)CCNCc1cc(Br)ccc1OCC(=O)NCc1ccccc1	1.2	-1.4	0.4	0.3	2	1	5	3	-2
O=C(CNC(=O)c1ccccc1)OCc1nc2ccccc2s1	0.4	0.9	0.4	-1.4	10	-5	5	-6	-23
O=C(Nc1ccc(Cl)cc1)c1ccc(-n2cccn2)c([N+](=O)[O-])c1	1.2	-2.9	0.1	4.6	-16	-1	3	-11	-10
COc1ccc2c(c1)CC/C(=C\C=C\c1ccccc1)C2=O	-0.4	0.5	0.9	-0.3	28	-2	4	-16	-8
Cc1noc(C)c1COC(=O)[C@@H](NC(=O)c1ccccc1)C(C)C	-0.2	0.2	0.7	-0.8	-1	-2	2	-5	-18
S=C(Nc1ccc(Br)cc1)NC1CCCC1	1.0	-1.2	3.3	4.5	-82	-3	8	12	0
COc1ccc(NC(=O)N2CCCc3cccc(C)c32)cc1	0.2	7.2	-0.5	-1.5	11	-6	4	9	11
Cc1cc(C)c(C)c(OCC(=O)N2CCOCC2)c1	-0.2	-1.6	0.5	-0.4	6	2	1	-45	-7
COc1ccc(/C=N/NC(=O)c2ccco2)cc1Cn1nc(C)c([N+](=O)[O-])c1C	0.5	-1.1	0.9	-0.3	-25	0	6	1	-12
Cc1ccc(NC(=S)N/N=C/c2ccc(Cl)c([N+](=O)[O-])c2)cc1	0.6	3.6	0.6	0.8	-17	-4	5	-7	19
CCCNC(=O)Nc1ccsc1C(=O)OC	1.8	3.2	0.3	-0.9	14	-4	1	0	2
COc1cc2c(cc1OC)-c1nnc(C)n1C(C)(C)C2	0.7	-0.5	0.7	1.1	18	-4	-2	-16	-11
COc1cc(-c2nn3c(C4CCCCC4)nnc3s2)cc(OC)c1OC	-0.5	1.9	0.1	-0.2	-1	-1	5	-71	-4
CCOc1ccc(NC(=O)C2CCC(CNc3c(N4CCC(C)CC4)c(=O)c3=O)CC2)cc1 (centres undefined)	1.3	0.8	0.7	-0.3	-2	-3	0	-26	-5
O=C(CSc1nc(O)c(Cc2ccccc2)c(=O)n1-c1ccccc1)N1CCOCC1	0.5	-2.3	0.7	1.8	10	-2	2	7	15
CCN(CC)c1ccc(/C=C2/C(=O)ON=C2C)cc1	0.4	0.7	2.8	5.2	4	3	10	23	15
O=C(COc1ncnc2ccccc12)Nc1cccc([N+](=O)[O-])c1	-0.2	-2.4	0.2	0.4	-21	3	6	28	-1
COc1ccc(-n2c(Cc3cccn3C)nnc2SCC(=O)Nc2ccc(C)cc2C)cc1	-0.2	-2.5	-0.6	-0.1	7	-2	4	-16	4
CCOC(=O)C(C)Oc1cccc2c(=O)n(CC(=O)NCc3ccc(F)cc3)ccc12 (centres undefined)	-0.1	1.9	0.7	0.8	-7	29*	22	4	-6
Cc1nnc(SCCn2c(N3CC(C)CC(C)C3)nc3c2c(=O)[nH]c(=O)n3C)s1 (centres undefined)	-0.4	3.5	1.2	-0.7	-8	-5	2	17	-15
C#CCOCCOCCOCCNc1nc(N2CCN(C(=O)[C@H](CCC(=O)O)n3cc(C(N)CC(C)C)nn3)CC2)nc(N2CCN(C(=O)[C@H](CCC(=O)O)n3cc(C(N)CC(C)C)nn3)CC2)n1 (some centres undefined)	0.8	0.5	0.5	-0.8	7	2	-2	20	6

Record cards, as listed above:
O=C(c1ccc(Cn2c(=O)[nH]c3ccsc3c2=O)cc1)N1CCN(c2ccccc2)CC1 is listed as PERK inhibitor = -0.2; S1P4 agonist = -0.7; TRPML3 ag = -0.1; zfTRPN1 agonist = 2.0; EP2 modulator = -23; Ba/F3 V617F tox = -1; BaF3 parental = 5; Calpain2 inh = -12; S1P4 antag = -8
CC(C)N(CC#CCC(O)(c1ccccc1)C1CCCC1)CCO (centres undefined) is listed as PERK inhibitor = 1.0; S1P4 agonist = 1.0; TRPML3 ag = 0.6; zfTRPN1 agonist = 0.9; EP2 modulator = -9; Ba/F3 V617F tox = -4; BaF3 parental = 1; Calpain2 inh = -17; S1P4 antag = -13

(further entries)
SMILES	PERK inhibitor	S1P4 agonist	TRPML3 ag	zfTRPN1 agonist	EP2 modulator	Ba/F3 V617F tox	BaF3 parental	Calpain2 inh	S1P4 antag
CC(C)(NO)/C(=N\O)c1ccc(Cl)cc1	0.3	0.8	0.1	-0.7	37	0	-3	-8	-2
Cc1c(-c2ccccc2)nc2ccccc2c1C(=O)NCc1cccs1	0.1	-0.3	0.2	0.8	6	0	2	-7	-5
COc1cc(C(=O)O)cc(OC)c1OCc1cc(C(=O)O)oc1C	1.0	-1.8	1.0	0.4	9	-1	3	6	-9
Brc1ccccc1OCCOCCOc1cccc2cccnc12	-0.6	0.9	-0.3	-0.8	-35	1	-1	6	-12
COC(=O)c1ccc(-n2c(C)cc(-c3csc(NC(=O)c4ccc(S(=O)(=O)N(C)C)cc4)n3)c2C)cc1	0.2	-0.3	0.7	2.1	-35	0	9	-27	2
c1ccc(CN2CCC(Nc3nc(-c4cccnc4)nc4ccccc34)CC2)cc1	-0.3	-0.1	1.6	2.6	-19	3	9	-5	-17
CCOC(=O)C1=C(c2ccccc2)NC(SCC(=O)Nc2ccc(C)cc2)=C(C#N)C1c1ccco1 (centres undefined)	-0.5	-0.3	0.9	-0.5	4	-3	-1	-149	-10
CCCCn1c(SCC(=O)Nc2nc(C)cs2)nnc1-c1cccnc1	-0.8	-0.9	0.3	-0.5	3	-4	2	-14	-27

Not a hit list. About 3.6% of those tested had a hit in this group.
